Screening data as filed in PubChem BioAssay.
INS-1E GSIS act: GLuc luminescence reporter in INS-1E cells, primary screen for activators of glucose-dependent secretion of insulin. INS-1E GLuc reporter insulin secretion, 2-3 h. activation, % at 16.6 µM. actives 0.61% (n = 370,000). AID 743287, 2014;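 active = lowest replicate activation of at least 40%, so every replicate reaches that level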;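 also: 0% = median of neutral control wells and 100% = median of IBMX positive control wells; some compounds called inactive have numbers as strong as hits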
FN deposition inh: inhibitors of fibronectin matrix deposition, primary screen, AH1F cells, Alexa488-fibronectin fluorescence, plate reader; AH1F fibroblasts, overnight; inhibition, % at 12.6 µM; actives 0.086% (n = 350,000); AID 743247, 2014;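 active = mean inhibition across replicates of 30% or more, regardless of how many single replicates reach that level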;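 also: positive control wells lacked labelled fibronectin entirely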
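Test system: AH1F fibroblast monolayer depositing Alexa488-labelled fibronectin into matrix. Input: 10000 cells per well. Technique: fluorescence, ex 485 nm, em 525 nm. Buffer or medium: DMEM plus 2% serum, read in PBS. Timing: 1 h cell adhesion before compound, then overnight fibronectin incubation. Compound: single dose, pinned. Read-out basis: inhibition from reduced deposited-fibronectin fluorescence.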
F508del corr: F508del CFTR correction, initial screen, CFBE line, single point; CFBE cells, YFP halide quenching; stimulated with forskolin plus potentiator P3; % fluorescence drop versus neutral controls; activity (quench increase), % at 7.58 µM; actives 0.36% (n = 350,000);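 active = mean added fluorescence quench of at least 8% versus neutral control, with both replicates also reaching 8%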;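 also: cells transiently co-express mutant CFTR-F508del with the halide-sensitive YFP; corrector assay measuring rescue of mutant channel to the surface after 24 h compound exposure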
* = called active by the depositor. Only part of the results is shown (hit frequency here may not be typical).

SMILES	INS-1E GSIS act	FN deposition inh	F508del corr
COc1ccc(C(=O)c2ccc(CC(=O)O)s2)cc1	3	-22	-3.0
CCN1CCN(C(=O)N2CCOCC2)CC1	13	17	-2.7
CCOC(=O)C1=CCC(c2cc3ccccc3[nH]2)NC1 (centres undefined)	1	-2	-1.9
O=C(CSc1nnnn1C1CCCCC1)NNC(=O)c1ccco1	-7	-10	2.3
CC(C)(C)C(=O)Nc1ccc(C(=O)COC(=O)C2=COCCO2)cc1	4	-2	2.2
CC(C)c1nc2c(c(=O)n(C)c(=O)n2C)n1C	25	2	1.2
CCOc1ccc(NC(=O)C(=O)NCc2ccncc2)cc1	-3	-3	0.4
O=C(Oc1cccc(C(=S)N2CCOCC2)c1)c1cccc([N+](=O)[O-])c1	1	16	-1.9
N#Cc1ccc(OCc2nnc3n2CCCCC3)cc1	6	1	1.9
OCc1ccccc1OCc1ccccc1	-4	5	0.7
CCCCCCCCN1C(=O)[C@H](CC(=O)NCc2ccccc2)C[C@@]2(C(=O)OC)CC(C)(C)CC=C12	-14	8	-2.2
CCCS(=O)(=O)N1CCN(S(=O)(=O)c2ccccc2[N+](=O)[O-])CC1	23	7	0.8
Cc1ccc(CN2CCN(Cc3cnc(C)s3)CC2CCO)o1 (centres undefined)	4	5	-2.0
CCOC(=O)c1ccc(NC(=S)N2CCSC2c2c(F)cc(F)cc2F)cc1 (centres undefined)	-12	5	1.8
COCCN1C(=O)CN(S(C)(=O)=O)CC1(C)C(=O)Nc1ccc2c(c1)OCCO2 (centres undefined)	36	0	-1.0
Cc1ccc(S(=O)(=O)NCc2csc(-c3cccs3)n2)cc1	48*	7	-0.3
Cc1cc(N/N=C\c2ccc(Br)cc2)nc(-n2nc(C)cc2C)n1	2	-30	6.8
Cc1[nH]c2ccccc2c1C(=O)COC(=O)Cn1cnc2ccccc21	-10	-3	-1.4
Cc1ccc(NC(=S)NCCCN2CCOCC2)cc1C	-5	0	-2.0
COc1cc(OC)c(C(=O)NNC(=S)NC2CCCCC2)cc1OC	21	0	-0.3
CC(C)(C)c1ccc(OCC(O)CN(CCO)CC(O)Cn2ccc3ccccc32)cc1 (centres undefined)	-11	12	-1.6
COc1ccc(Cc2nnc(SCC(=O)N(C)CC(=O)Nc3ccc(C)cc3)o2)cc1	-14	5	-2.7
COc1ccc(C(C(=O)Nc2c(C)cccc2C)N2CCN(c3ccc(C)cc3)CC2)cc1 (centres undefined)	-10	2	-0.4
COc1cc(OC)cc(C(=O)N[C@H](C(=O)OCC(=O)Nc2ccc(F)c(F)c2)C(C)C)c1	-27	2	1.4
CN1CCN(CCC2Oc3cc([N+](=O)[O-])ccc3NC2=O)CC1 (centres undefined)	-6	-6	-2.4

New compounds follow
SMILES	INS-1E GSIS act	FN deposition inh	F508del corr
CCOc1ccc(OCCC(=O)N2CCN(S(=O)(=O)c3cccc(F)c3)CC2)cc1	-35	-2	4.3
O=C(Cc1ccccc1F)Nc1nc(-c2cccnc2)cs1	-1	-6	-2.4
S=c1[nH]nc(-c2cccnc2)n1/N=C/c1ccco1	-1	3	0.4
O=C(/C=C(\Nc1cccc(Cl)c1F)c1ccccc1)c1ccccc1	-28	-11	-0.7
COc1ccc(/C=C(\NC(=O)c2ccccc2)C(=O)N/N=C/c2cccnc2)cc1	6	-8	-0.6
COc1ccc(N/C(=C/[N+](=O)[O-])SC)cc1	-12	-6	-1.1
N#CC1=C(N)NC(=S)C(C(N)=O)C1c1ccc(Cl)cc1Cl (centres undefined)	97	-2	-8.7
Cc1c(NC(=O)CN2C(=O)NC(C)(c3ccccc3)C2=O)c(=O)n(-c2ccccc2)n1C (centres undefined)	11	-6	5.5
O=C(Nc1ccc(S(=O)(=O)Nc2nccs2)cc1)c1cc(-c2ccccn2)nc2ccccc12	16	-4	-0.3
COC(=O)[C@]12CCCCC=C1N(CCC1=CCCCC1)C(=O)[C@H](CC(=O)NCCC(C)C)C2	-11	13	1.5
O=C(NCCc1ccccc1O)c1cc2c(cc1[N+](=O)[O-])OCO2	16	-30	-1.6
CCN(CCNCC(O)COCc1ccc(Cl)cc1)c1cccc(C)c1 (centres undefined)	28	10	2.2
Cc1ccccc1N/C(=N/S(=O)(=O)c1ccccc1)c1ccc(F)cc1	8	7	1.6
CNS(=O)(=O)c1cccc2nsnc12	1	5	-1.4
CC(=O)Nc1ccc2nc(SCC(=O)NCCOc3ccccc3)sc2c1	-18	14	1.2
CC(=O)Nc1ccc(S(=O)(=O)N(C)CC(=O)NC2CCCC(C)C2C)cc1 (centres undefined)	-4	8	-2.1
O=c1ccc2ccc(Oc3ccc([N+](=O)[O-])cc3Cl)cc2o1	23	0	0.4
O=P(Cc1ccccc1)(Cc1ccccc1)c1ccccc1	-26	1	0.4
CCOC(=O)CNC(=O)c1ccc(C#CC2(O)CCCCC2)cc1	3	-7	1.3
C[C@H]1Cn2cnc(C(=O)N3CCN(C(=O)OC(C)(C)C)CC3)c2C(=O)N1	3	11	-0.1
O=S1(=O)CCC(n2ncc3c2/C(=C/c2ccccc2)CC3)C1 (centres undefined)	4	3	1.0
CC1CC(C)CN(C(=O)CN(C)S(=O)(=O)c2ccc3c(c2)c(=O)n(C)c(=O)n3C)C1 (centres undefined)	14	-5	-4.1
CCOC(=O)C1=CCN(S(=O)(=O)c2ccc(F)cc2)C1c1ccc(Cl)c(Cl)c1 (centres undefined)	-14	-3	3.3
Cc1ccccc1C(=O)NNC(=O)C1CC(=O)N(Cc2ccccc2)C1 (centres undefined)	5	2	0.5
Nc1nnc(CC(=O)N/N=C/c2ccccc2OCc2ccccc2F)s1	7	-2	-2.1

Further records follow.
SMILES	INS-1E GSIS act	FN deposition inh	F508del corr
COc1ccc(CNC(=O)COC(=O)c2ccc(F)c(S(=O)(=O)N3CCOCC3)c2)cc1	5	-5	0.5
O=C(NCc1cccc(Cl)c1)NC(=O)c1csc([N+](=O)[O-])c1	2	3	-2.7
CN(C)CC(=O)N[C@H]1CC[C@H](CC(=O)O)O[C@H]1CO	6	0	1.2
Fc1ccc(N2C(=S)SC(=Nc3ccccc3)C2=Nc2ccccc2)cc1	4	-11	2.3
CC(C)(C)NC(=O)NC(=O)COC(=O)Cn1cnc2ccccc2c1=O	8	-6	-5.2
COc1cc(Br)cc(CNc2ccc(F)c([N+](=O)[O-])c2)c1O	-38	-25	3.0
CC(C)C[C@H]1COc2cc(N3CCOCC3)ccc2S(=O)(=O)N1	3	3	-2.2
Cc1nc(-c2ccc(S(=O)(=O)Nc3cc(S(=O)(=O)N(C)C)ccc3C)s2)cs1	-5	6	3.0
CCCCN(CC)CCNC(=O)c1cc2c(=O)[nH]c3ccccc3c2n1C	30	5	-4.5
COc1ccc(C2(CNS(=O)(=O)c3ccccc3)CCOCC2)cc1	20	1	-0.3
OCCNCCSc1ccc(Cl)cc1	5	6	-0.1
CC(C)CCNC(=O)c1ccc(Cl)c(NC(=O)c2ccccc2F)c1	-3	0	1.9
Nc1nc(=S)c2ncn(C3CCCC3)c2[nH]1	13	-3	2.1
Cc1ccc(NC(=O)CSc2nc(C)c(Cc3ccccc3)c(=O)[nH]2)cc1	-2	11	-0.8
CC1CCCCN1C(=O)COc1ccc(F)cc1 (centres undefined)	-7	-15	0.9
CCOC(=O)CC1(C)Oc2ccccc2N1S(=O)(=O)c1ccc(C)cc1 (centres undefined)	-25	1	0.9
CCCCCN(C(=O)CCC(=O)OCc1cc(C(C)=O)ccc1OC)c1c(N)n(CCCC)c(=O)[nH]c1=O	17	0	1.1
C=CCNC(=S)NNC(=O)CCC(O)COCCC(C)C (centres undefined)	13	14	-0.2
O=C(NCc1ccc2c(c1)OCO2)C(C(=O)c1ccccc1)n1cc(Cl)ccc1=O (centres undefined)	8	6	-1.1
O=C(c1ccc([N+](=O)[O-])cc1)N1CCC(n2nnc3cc(F)ccc32)CC1	1	-5	1.8
O=C(CCc1nnc(CCCc2ccccc2)o1)NCC(F)(F)F	6	1	1.5
O=C(COC(=O)CCC(=O)c1cccs1)NC(=O)c1ccc(OC(F)F)cc1	-2	1	-3.1
CC(C)Nc1nc(NC(C)C)nc(SCCOC(=O)Nc2ccc(Cl)cc2Cl)n1	-1	-1	1.4
CCCCCCCCN1C(=O)[C@H](CC(=O)NCC23CC4CC(CC(C4)C2)C3)C[C@@]2(C(=O)OC)CCCCC=C12	-26	9	-1.7
O=C1NC[C@H](CCCCN2C[C@H](Cc3ccc(O)cc3)N(CC3CCCCC3)C(=O)C2=O)N(CC2CCCCC2)C1=O	-6	-8	2.6

Next results:
SMILES	INS-1E GSIS act	FN deposition inh	F508del corr
CC(C)(C)NC(=O)C(OC(=O)c1cccs1)c1ccc(F)cc1 (centres undefined)	4	-1	-1.8
Cc1onc(C(=O)NCc2ccccn2)c1[N+](=O)[O-]	0	-4	-2.2
O=C(CSc1nc(-c2ccccc2)ns1)N1CCOCC1	22	-6	0.0
C=CCN1C=C/C(=C\C=C(C#N)C#N)c2ccccc21	-4	1	1.5
O=c1cc(-c2ccccc2)c2ccc(O)cc2o1	26	4	-0.1
COc1ccc(OCC(=O)OC2CCCN(C)C2)cc1 (centres undefined)	-7	-2	-0.3
O=C(Nc1ccc(Br)cc1)N1CCCC(O)C1 (centres undefined)	14	22	-1.2
CCOc1ccc(NC(=O)CSc2nc3nc4c(cc3c(=O)n2CC)COC(C)(C)C4)cc1	9	4	-0.8
CC(C)(C)C(=O)c1c(N)[nH]c(C(=O)c2ccccc2)c1-c1ccc(Cl)cc1Cl	-13	1	1.8

Arranged by molecular weight (largest number first): part of the list above.
SMILES	INS-1E GSIS act	FN deposition inh	F508del corr
O=C1NC[C@H](CCCCN2C[C@H](Cc3ccc(O)cc3)N(CC3CCCCC3)C(=O)C2=O)N(CC2CCCCC2)C1=O	-6	-8	2.6
CCOc1ccc(NC(=O)CSc2nc3nc4c(cc3c(=O)n2CC)COC(C)(C)C4)cc1	9	4	-0.8
CC(C)(C)C(=O)c1c(N)[nH]c(C(=O)c2ccccc2)c1-c1ccc(Cl)cc1Cl	-13	1	1.8
CC(C)(C)NC(=O)C(OC(=O)c1cccs1)c1ccc(F)cc1 (centres undefined)	4	-1	-1.8
O=C(CSc1nc(-c2ccccc2)ns1)N1CCOCC1	22	-6	0.0
O=C(Nc1ccc(Br)cc1)N1CCCC(O)C1 (centres undefined)	14	22	-1.2
Cc1onc(C(=O)NCc2ccccn2)c1[N+](=O)[O-]	0	-4	-2.2

Entries of single compounds from above. Values in the order: INS-1E GSIS act	FN deposition inh	F508del corr
`O=C(Nc1ccc(Br)cc1)N1CCCC(O)C1` (centres undefined) in the list: 14	22	-1.2
`CC(C)(C)C(=O)c1c(N)[nH]c(C(=O)c2ccccc2)c1-c1ccc(Cl)cc1Cl` in the list: -13	1	1.8
`C=CCN1C=C/C(=C\C=C(C#N)C#N)c2ccccc21` in the list: -4	1	1.5
`Cc1onc(C(=O)NCc2ccccn2)c1[N+](=O)[O-]` in the list: 0	-4	-2.2
`COc1ccc(OCC(=O)OC2CCCN(C)C2)cc1` (centres undefined) in the list: -7	-2	-0.3
